From PubChem BioAssay
HIF-2a block: blocks HIF-2a reporter activity | 786-0 RCC cells HIF-2a reporter, luciferase luminescence, overnight | AID 624352 | 360,000 tested, 0.72% active | inhibition, % at 18.8 µM;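 active = inhibition of the luminescence signal of 40% or more relative to plate controls, in a single-dose primary screen at 18.75 µM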
NR2E3 ag-1: activates human photoreceptor nuclear receptor NR2E3; GST-NR2E3/biotin-RetCOR TR-FRET, 1536-well; AID 2300; 320,000 tested, 0.12% active; inhibition of corepressor binding, % at 4.78 µM;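 active = percent inhibition above the cutoff of mean plus 3 SD of all tested compounds, set per screening campaign, cut at about 20% in these data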;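 also: 0% = DMSO wells and 100% = biotin wells as full block of FRET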
Target sequence (Q9Y5X4 whole entry, looked up): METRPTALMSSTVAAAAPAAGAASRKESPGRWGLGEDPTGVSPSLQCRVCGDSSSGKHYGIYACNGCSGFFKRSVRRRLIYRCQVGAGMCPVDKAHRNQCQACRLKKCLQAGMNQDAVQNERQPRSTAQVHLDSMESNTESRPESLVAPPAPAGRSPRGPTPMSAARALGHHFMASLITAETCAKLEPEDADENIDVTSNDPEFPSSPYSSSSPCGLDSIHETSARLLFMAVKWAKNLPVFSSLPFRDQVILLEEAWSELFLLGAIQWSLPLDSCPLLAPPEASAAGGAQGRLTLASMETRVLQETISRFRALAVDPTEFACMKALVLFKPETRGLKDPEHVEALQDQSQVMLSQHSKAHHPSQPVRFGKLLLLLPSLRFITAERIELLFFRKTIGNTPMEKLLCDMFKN
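System: GST-tagged NR2E3 plus biotinylated RetCOR corepressor; Amount: 1.35 nM GST-tagged NR2E3 final; Dosing: single nominal compound dose of 4.8 µM; Schedule: 5 h incubation at 4 °C; Technique: TR-FRET with europium anti-GST and streptavidin-D2, 340 nm excitation; Controls: biotin wells as high control, 0.6% DMSO wells as low control.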
PDI inh: PDI (human) enzyme inhibition. PDI insulin aggregation turbidity, A650, 90 min. inhibition, % at 10 µM. 350,000 tested, 0.052% active. P07237;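 active = mean inhibition across replicates of 30% or more, whatever share of single replicates reach that level; inconclusive = mean inhibition below 30% while every single replicate reaches 30%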;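 also: absorbance from insulin aggregation driven by PDI reduction with DTT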
CaV13 FRET inh: Disruptors of the CACNA1D IQ motif to Ca2+-dependent inactivation inhibitor domain association, primary screening, Förster resonance energy transfer in intact living …; HEK cells, CFP/YFP FRET ICDI-IQ, plate reader, 10 min; percent FRET-ratio fall versus neutral wells; inhibition, % at 12.3 µM; 340,000 tested, 0.098% active; AID 743397;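 active = mean replicate inhibition of at least 30% and at least 1% of replicates passing that level; inconclusive = only one of the two criteria is met; inactive = neither criterion is met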;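 also: 0% = median of the neutral control wells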
Shn3 3UTR inh: inhibitors of Schnurri-3 3'UTR reporter in osteoblasts; AID 588674; Clone20 osteoblast Shn3 3'UTR firefly luciferase, 24 h; 360,000 tested, 0.52% active; inhibition, % at 12.5 µM;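 active = mean inhibition of at least 75% with every replicate also reaching 75%; inconclusive = mean inhibition at least 75% but some replicate below; inactive = mean inhibition below 75%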;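 also: 0% = median of neutral control wells and 100% = pilot-screen positive control compound; some compounds past the cut are filed as inactive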
Peg3 prom inh: inhibitors of Peg3 promoter; HeLa PEG-Prom luciferase reporter, luminescence, overnight; inhibition, % at 20 µM; AID 588405; 360,000 tested, 1.7% active;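 active = inhibition of at least 50% at 20 µM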
H9c2 protect: modulators protecting cardiomyocytes from myocardial damage; H9c2 cardiomyocytes, H2O2 injury protection, ATPLite, 2 h; 360,000 tested, 0.63% active; protection from H2O2 cell death, % at 20 µM;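 active = compounds giving at least 50% protection of heart cells from peroxide-induced death in the single-dose screen, raw or plate-pattern-corrected value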;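 also: 0% = DMSO wells with peroxide and 100% = DMSO wells without peroxide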
MITF TRPM1 inh: MITF TRPM1 promoter inhibition in SK-MEL-5 cells | SK-MEL-5 TRPM1 promoter luciferase, 24 h | inhibition, % at 12.5 µM | 330,000 tested, 0.83% active | AID 488899;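 active = mean inhibition across replicates of 60% or more, whatever share of single replicates reaches that level; inconclusive = some that reach 60%, reason not given; inactive = mean inhibition across replicates below 60%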; also: values of inactives mirror those of a sister screen read the other way
m5-HT2A agonist: mouse HTR2A agonism via beta-arrestin recruitment; P35363; CHO-K1 mHTR2A beta-arrestin complementation, luminescence; percent of 30 µM serotonin response; activation, % at 7.6 µM; 360,000 tested, 0.66% active;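 active = activation above a run cutoff, the mean activation of all tested compounds plus 3 SD, cut at about 14% in these data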;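 also: 0% = plate median of compound wells and 100% = 30 µM serotonin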
Target sequence (P35363 whole entry, looked up): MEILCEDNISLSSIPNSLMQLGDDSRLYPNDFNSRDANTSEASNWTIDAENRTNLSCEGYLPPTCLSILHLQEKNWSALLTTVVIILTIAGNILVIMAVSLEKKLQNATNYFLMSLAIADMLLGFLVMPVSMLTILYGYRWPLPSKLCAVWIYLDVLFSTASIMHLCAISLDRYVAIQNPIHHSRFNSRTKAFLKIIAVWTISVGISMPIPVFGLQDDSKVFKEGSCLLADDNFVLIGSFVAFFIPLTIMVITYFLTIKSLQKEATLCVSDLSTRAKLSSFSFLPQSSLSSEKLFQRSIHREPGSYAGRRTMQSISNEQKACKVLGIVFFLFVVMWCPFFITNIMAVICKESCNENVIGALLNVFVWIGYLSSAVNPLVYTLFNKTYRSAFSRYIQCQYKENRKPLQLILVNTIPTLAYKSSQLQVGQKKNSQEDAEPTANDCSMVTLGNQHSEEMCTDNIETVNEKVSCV
NR2E3 ag-2: agonists of human NR2E3 nuclear receptor; Q9Y5X4; CHO-S Gal4-NCOR/VP16-NR2E3 two-hybrid, luciferase; inhibition of corepressor binding, % at 3.98 µM; 360,000 tested, 0.35% active; AID 602229;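 active = inhibition above the mean of all tested compounds plus 3 SD, cut at about 70% in these data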;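 also: 0% = DMSO with NR2E3 transfected cells and 100% = cells lacking NR2E3 construct; higher means lower luciferase signal from less NR2E3 corepressor binding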
hiPSC survival: hiPSC single-cell survival enhancement; 360,000 tested, 0.044% active; ATPlite luminescence; 100% = ROCK inhibitor wells, 0% = DMSO; survival enhancement, % at 20 µM; in the data active = survival enhancement above about 18%;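 also: cells exposed to compounds for 16 hours before the ATP read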
* marks the source's active call; other numbers are inactive results; ? = inconclusive; . = not tested or not shown.

SMILES	HIF-2a block	NR2E3 ag-1	PDI inh	CaV13 FRET inh	Shn3 3UTR inh	Peg3 prom inh	H9c2 protect	MITF TRPM1 inh	m5-HT2A agonist	NR2E3 ag-2	hiPSC survival
Cc1cc(-c2nc3ccccc3c(=O)o2)ccc1[N+](=O)[O-]	-104.7	4.8	5.6	-20.4	-41.3	-77.8	-8.6	-14.5	10.1	-55.2	-0.9
CC(=O)Nc1nnc(SCC(=O)N2C(C)CCCC2C)s1 (stereo unspecified)	0.8	-2.0	-0.1	-4.3	-13.0	6.6	-3.2	0.4	7.7	-3.2	-0.8
CCN(CC(=O)N1CCCCCC1)S(=O)(=O)c1ccc(Cl)cc1	14.4	4.7	8.2	-4.5	14.7	16.1	-4.2	-1.2	1.2	1.6	0.0
N#C/C(=C\c1ccc(N2CCCC2)c([N+](=O)[O-])c1)c1nc2ccccc2[nH]1	-155.5	0.4	0.0	-3.5	-21.4	-53.4	2.1	-18.4	0.8	-38.1	-2.5
Cc1c(N=Cc2ccccn2)c(=O)n(-c2ccccc2)n1C	5.7	1.0	-3.8	-7.4	1.4	8.3	-0.1	4.8	-0.7	14.8	0.7
CCCn1c(=O)c2c(c3ccccc31)OC(C)C(=O)N2 (stereo unspecified)	14.6	3.1	17.3	.	-2.4	15.7	18.0	15.5	6.0	-5.2	-0.3
O=S(=O)(c1ccc(NC(=S)NCc2ccco2)cc1)N1CCCCC1	20.2	-2.3	-2.6	-1.2	18.2	28.8	-1.4	11.8	-5.4	-15.4	-0.1
Cc1cc(C)cc(N(CC(=O)Nc2ccccc2C(=O)N2CCOCC2)S(C)(=O)=O)c1	10.8	-1.0	-21.4	-5.2	2.6	4.0	4.5	-1.6	-6.9	-19.6	0.7
O=C(CCN1CCCCC1)Nc1ccccc1	12.8	0.9	-12.6	-4.1	0.6	-0.8	-1.4	0.2	0.6	-8.7	0.2
N#CC1=C2SCN(Cc3ccccc3)CN2C(=O)CC1c1ccccc1F (stereo unspecified)	10.8	0.8	.	.	-1.5	0.3	-3.4	.	-0.2	23.3	4.1
CC(OC(=O)c1nc(Cl)ccc1Cl)C(=O)c1ccccc1 (stereo unspecified)	15.5	3.5	-7.5	-12.7	9.3	30.2	0.7	6.4	1.5	2.0	-0.4
C=CCOc1ccc(/C(O)=C2\C(=O)C(=O)N(CCN(C)C)C2c2cccs2)cc1 (stereo unspecified)	-89.9	0.9	5.4	.	-27.5	-58.0	-6.4	-16.8	0.5	-20.0	2.3
O=C(COC(=O)c1nc(Cl)ccc1Cl)Nc1ccc2[nH]c(=O)[nH]c2c1	-15.8	5.2	2.9	-5.2	-14.2	-11.2	0.4	1.2	5.7	6.2	0.0
CC(NC(=O)COC(=O)CNC(=O)c1ccccc1Cl)C1CC2CCC1C2 (stereo unspecified)	3.0	6.5	-2.7	-3.2	8.4	1.9	1.2	-6.7	-6.6	-1.6	-0.1
CCN1CCN(C(=O)C2CCN(c3nnc(C)c4c(C)n(-c5ccc(C)cc5)nc34)CC2)CC1	4.7	6.3	5.3	-6.8	-16.5	12.6	3.2	0.9	5.8	3.5	-0.2
CC1=C(C(=O)N2CCOCC2)CC(CC(=O)NCC2CCCCC2)C(=O)N1CCC1=CCCCC1 (stereo unspecified)	-53.8	.	-0.8	-5.3	5.6	-7.7	9.6	.	2.0	-3.5	-0.6
N#CC1=C(N)C(C#N)(C#N)[C@H](c2ccoc2)[C@H]2CN(Cc3ccccc3)CC=C12	6.3	0.2	4.6	4.1	2.7	17.0	13.0	20.3	-3.6	-4.5	7.2
CN1OC[C@@H]2CN[C@H](c3cccc(N4CCOCC4)c3)C[C@@H]21	13.4	.	-1.2	-5.9	-11.3	12.2	-2.9	.	0.2	7.4	-0.7
CCN(CC)C(=O)Cn1cc(C(=O)C(=O)NCc2ccccn2)c2ccccc21	-4.9	0.1	-4.0	-3.0	-4.1	-18.1	5.3	-0.5	0.3	-10.1	-0.3
O=C(COC(=O)c1cc(S(=O)(=O)N2CCCC2)ccc1O)Nc1ccccc1Br	7.8	.	3.9	-12.3	0.0	9.6	-0.3	12.6	0.0	4.5	-0.4
C[C@H](CO)N1C[C@H](C)[C@@H](CN(C)C(=O)Nc2ccc3c(c2)OCO3)Oc2c(NS(=O)(=O)c3cn(C)cn3)cccc2C1=O	3.5	.	0.4	-11.8	9.0	-3.5	1.5	7.6	2.2	-23.9	6.0
COc1ccc(C(=O)c2[nH]c(N)c(C(=O)NCCc3c[nH]c4ccccc34)c2-c2c(F)cccc2Cl)cc1	13.5	.	.	-11.8	.	.	.	.	4.0	1.1	1.2
CCOC(=O)c1c(C)c(-c2ccccc2)n(CC(=O)N2CCCC2)c1C	16.6	4.1	.	-3.0	-59.3	2.4	-2.0	0.0	2.4	-13.0	1.4
Cc1nnc2ccc(-c3ccc(NC(=O)c4cccnc4Cl)cc3)nn12	-3.5	-2.6	-4.2	-6.8	0.4	-20.0	4.5	0.7	3.8	-11.7	-0.5
O=C(Cn1cnc2ccccc2c1=O)c1ccc2c(c1)OCCO2	-195.2	-1.5	-9.4	-5.0	-63.8	-260.8	-10.3	-70.5	-5.5	-149.4	0.0
SMILES	HIF-2a block	NR2E3 ag-1	PDI inh	CaV13 FRET inh	Shn3 3UTR inh	Peg3 prom inh	H9c2 protect	MITF TRPM1 inh	m5-HT2A agonist	NR2E3 ag-2	hiPSC survival
Cc1ccc(Cl)cc1NC(=O)CSc1sc2c(O)cc(=O)[nH]c2c1C#N	7.9	4.6	-14.2	-3.9	-15.8	-8.8	0.0	15.1	-2.9	-41.5	-0.3
Cc1cc(NS(=O)(=O)c2ccc(NC(NC(=O)C(C(F)(F)F)C(F)(F)F)(C(F)(F)F)C(F)(F)F)cc2)no1	15.3	.	-13.2	.	-16.8	-4.4	-1.1	-5.4	1.7	-2.3	1.5
Cc1sc2ncnc(Sc3ccccc3C(=O)O)c2c1C	6.5	18.8	7.1	-2.3	-15.5	-1.2	8.0	-3.9	0.1	-42.5	0.9
O=C(CNC(=O)c1ccccc1)Oc1cccc(Cl)c1	12.9	0.5	0.8	-3.4	-34.8	8.2	1.3	.	0.9	-28.1	0.3
Cc1cccc(C)c1NC(=O)C1CCCN1C(=O)OC(C)(C)C (stereo unspecified)	3.2	3.1	2.4	-2.4	27.3	5.7	2.0	-5.4	1.0	-20.1	-0.9
CCNC(=O)Cc1ccc(NS(=O)(=O)c2ccc(F)cc2)cc1	20.1	-4.7	-0.5	-3.9	6.5	14.6	1.1	1.2	-1.8	-2.3	1.0
COc1ccc(Nc2nc(N)c([N+](=O)[O-])c(N3CCOCC3)n2)cc1	-16.0	-0.3	-0.3	-16.8	-10.3	13.3	43.1	-19.4	-1.3	29.4	0.0
O=C(Nc1ccncc1)c1ccc2c(c1)S(=O)(=O)c1ccccc1C2=O	-18.1	3.0	-1.0	-5.1	58.4	19.4	-8.7	9.9	6.4	-2.8	-0.3
Cc1sc(NC(=S)NC(=O)c2ccco2)c(C#N)c1C	-152.4	-1.3	-0.9	4.7	-36.0	-151.0	-9.9	-50.0	-1.6	25.7	0.1
Cc1csc(-c2cnn(-c3ccccc3)c2NC(=O)c2cccc(C(F)(F)F)c2)n1	12.8	1.9	-0.2	-3.9	-19.3	0.9	5.8	1.9	-0.1	-12.0	-1.3
C=CCCCCCCCCc1nc(=S)[nH][nH]1	3.7	-3.5	1.1	-0.7	-12.0	0.4	3.8	6.4	7.5	45.6	5.9
O=C(O)C1C2C=CC(C2)C1C(=O)NCc1ccco1 (stereo unspecified)	11.8	2.1	-3.4	-5.2	-5.9	15.4	6.6	-2.2	4.1	8.3	-0.5
COc1ccc(OC)c(CN2CCN(Cc3cc(=O)oc4cc(O)ccc34)CC2)c1	9.4	8.6	?	-0.9	-1.3	28.2	28.5	6.0	-6.2	-10.6	0.5
O=C(C1CCCN(Cc2ccc(Br)cc2)C1)N1CCCCC1 (stereo unspecified)	-24.0	-1.4	6.5	-1.9	-10.9	6.4	-1.1	.	-6.4	3.1	0.0
CCOC(=O)CC(=O)Nc1ccccc1C(=O)O	0.1	2.4	-0.7	.	0.8	1.3	11.8	3.4	3.0	-18.6	0.0
CCOc1cccc(/C(O)=C2/C(=O)C(=O)N(CCOC)C2c2ccncc2)c1 (stereo unspecified)	2.7	1.1	-2.0	-4.2	-6.3	14.4	0.8	4.4	4.6	8.6	0.9
NS(=O)(=O)c1ccc(CNS(=O)(=O)c2ccc3c(c2)OCCO3)cc1	-1.8	-2.3	4.1	-4.9	-9.7	-4.0	7.8	-3.2	6.4	13.9	-0.1
CCc1nc2c(OCc3ccc(Cl)cc3Cl)cccn2c1N(C)C(=O)CC(C)C	-29.1	.	-4.2	-11.1	1.8	36.5	-6.4	.	-4.6	36.9	-2.8
CC1(C(=O)NS(=O)(=O)c2ccc(Br)cc2)CCN1C(=O)c1cccc(F)c1 (stereo unspecified)	5.3	.	7.6	-5.8	6.8	2.1	0.0	.	-2.9	11.7	0.5
COc1ccc(CCNC(=O)c2ccc(Cl)c(S(=O)(=O)N3CCCC3)c2)cc1	-10.8	-0.2	-5.8	-14.9	60.1	4.5	-9.7	.	-2.2	34.1	0.2
COc1ccc(/C=N/Nc2nonc2N)cc1OC	-8.9	0.0	1.4	-4.0	1.5	12.5	7.1	17.5	-5.0	-12.1	-2.8
CCOC(=O)C1(Cc2ccc(Cl)cc2)CCN(C(=O)c2cscn2)CC1	12.1	1.3	11.9	0.1	-9.6	11.5	0.7	12.9	-3.1	-12.4	0.2
O=C(Nc1ccccc1)c1ccc(NC2CCCCC2)c(S(=O)(=O)N2CCOCC2)c1	-0.5	2.4	4.3	-3.7	18.5	20.5	7.3	14.0	-4.7	-20.4	1.2
O=C(Nc1ccc2c(c1)nc1n2CCN(Cc2ccccc2)C1)c1cccs1	-21.1	1.4	-8.0	-3.2	-17.5	-15.1	9.4	-2.0	7.8	-8.2	-1.0
CCOC(=O)c1cnc2ccc(OCC)cc2c1NCc1ccccc1OC	-40.3	2.1	0.2	-6.3	69.0	8.7	-18.7	19.0	-1.0	-10.6	0.3
COC(=O)c1ccc2c(=O)n(CCN3CCOCC3)c(SCC(=O)NCc3ccccc3)nc2c1	11.6	-1.3	4.3	-0.8	-19.6	29.2	8.7	-6.5	15.8*	4.9	-0.6

Some values from the entries so far:
Cc1cc(C)cc(N(CC(=O)Nc2ccccc2C(=O)N2CCOCC2)S(C)(=O)=O)c1 in MITF TRPM1 inh reads -1.6
N#CC1=C(N)C(C#N)(C#N)[C@H](c2ccoc2)[C@H]2CN(Cc3ccccc3)CC=C12 in MITF TRPM1 inh reads 20.3
